# D1 potentiator: human D1 dopamine receptor positive modulation | P21728 | HEK293 TREx D1 cells, calcium flux, dopamine EC20 potentiation | potentiation, % at 10 µM | actives 0.036% (n = 360,000) | AID 504651; in the data active = potentiation above about 30%; note: 0% is about no effect
# Target sequence (P21728 whole entry, looked up): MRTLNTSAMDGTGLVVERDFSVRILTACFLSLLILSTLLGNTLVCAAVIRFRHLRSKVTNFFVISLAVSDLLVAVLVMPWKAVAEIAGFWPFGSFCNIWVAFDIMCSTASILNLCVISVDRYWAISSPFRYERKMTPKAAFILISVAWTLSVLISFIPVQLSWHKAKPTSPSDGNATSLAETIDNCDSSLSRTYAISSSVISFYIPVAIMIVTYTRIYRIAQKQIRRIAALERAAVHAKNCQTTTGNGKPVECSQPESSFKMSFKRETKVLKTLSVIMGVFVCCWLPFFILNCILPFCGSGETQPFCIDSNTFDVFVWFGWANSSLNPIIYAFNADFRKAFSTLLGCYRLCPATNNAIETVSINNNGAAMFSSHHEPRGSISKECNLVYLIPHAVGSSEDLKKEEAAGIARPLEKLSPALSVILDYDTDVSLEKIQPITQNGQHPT
# D1 ag: human D1 receptor agonism; P21728; HEK293 T-REx D1 cells, calcium flux, agonist mode; activation, % at 2 µM; actives 1% (n = 360,000); note: 0% is about no effect
#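 Tetracycline-induced HEK293 TREx D1 cells, force-coupled to calcium signalling, were dye-loaded with a no-wash calcium kit. Compound was pin-added after a 10 s baseline. Fluorescence was read kinetically at 1 cycle/s for 180 s, with calcium rises flagged as agonism.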
# D2 ag: agonists of human D2 dopamine receptor; actives 0.53% (n = 340,000); HEK293 T-REx D2 cells, calcium flux agonist mode; activation, % at 2 µM;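 active = activation over 3 SD above normal in the single-dose calcium agonist read, cut at about 30% in these data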; note: 0% is about no effect
# Target sequence (P14416 whole entry, looked up): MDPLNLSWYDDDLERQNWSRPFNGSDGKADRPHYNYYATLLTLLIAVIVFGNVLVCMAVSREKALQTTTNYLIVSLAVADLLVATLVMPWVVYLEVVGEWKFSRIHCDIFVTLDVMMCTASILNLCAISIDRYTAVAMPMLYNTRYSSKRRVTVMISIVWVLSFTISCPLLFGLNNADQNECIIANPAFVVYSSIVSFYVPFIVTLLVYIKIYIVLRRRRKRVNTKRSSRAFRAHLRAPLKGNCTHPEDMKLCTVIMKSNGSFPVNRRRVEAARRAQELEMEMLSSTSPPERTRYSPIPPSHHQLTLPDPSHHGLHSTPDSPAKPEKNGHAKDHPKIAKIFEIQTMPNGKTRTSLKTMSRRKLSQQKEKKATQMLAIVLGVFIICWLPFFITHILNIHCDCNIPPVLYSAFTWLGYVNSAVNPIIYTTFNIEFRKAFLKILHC
#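 Tetracycline-induced HEK293 T-REx cells with force-coupled D2 receptor, plated overnight at 30 C, loaded with no-wash calcium dye. After a 10 s baseline, compound was pin-added and calcium flux read kinetically for 180 s; calcium rises flagged agonists.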
# RXFP1 antag: blocks the human relaxin receptor RXFP1 | HEK293-RXFP1, relaxin-stimulated cAMP HTRF, 30 min; hits give low values | activity change, negative = inhibition, % at 57.5 µM | actives 0.59% (n = 350,000) | Q9HBX9;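 active = activity change of -60% or lower, but not beyond a set lower limit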; note: % is set by controls: 0 for no effect and ±100 for the full control effect
# D1 antagonist: antagonists of human D1 dopamine receptor. AID 504652. HEK293 TREx D1 cells, calcium flux, dopamine EC80; hits give low values. P21728. actives 3.2% (n = 360,000). activity change, negative = inhibition, % at 10 µM; in the data active = activity change below about -30%; note: % is set by controls: 0 for no effect and ±100 for the full control effect
#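 Allosteric or orthosteric antagonism assessed as attenuation of the calcium response to EC80 dopamine, added 180 s after compound, in induced HEK293 Trex D1 cells loaded with no-wash calcium dye.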
# D2 antagonist: antagonists of human D2 dopamine receptor; HEK293 TREx D2 cells, calcium flux, dopamine EC80; P14416; inhibition, % at 10 µM; AID 485344; actives 2% (n = 340,000); in the data active = inhibition above about 30%; note: 0% is about no effect
#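 Calcium mobilization kinetics were recorded at 1 s intervals in tetracycline-induced HEK293 T-REx D2 cells, first for 180 s after compound addition and then 180 s after EC80 dopamine.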
# TRHR ag: agonists of human TRH receptor | TRHR cells, calcium flux fluo-8, FDSS agonist mode | activation, % at 2 µM | actives 0.18% (n = 360,000) | AID 493084; note: 0% is about no effect
#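 Agonist-mode FDSS calcium read (Ex 480/Em 530, 1 s cycles) in 1536-well TRHR cells with fluo-8 dye, after 10-cycle baseline and 23 nL compound addition; TRH at EC20 (10 nM final) added afterwards for the enhancer phase.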
# TRHR enhancer: allosterically enhances the human TRH receptor | P34981 | TRHR cells, fluo-8 calcium fluorescence, EC20 TRH enhancement | enhancement, % at 2 µM | actives 0.66% (n = 360,000) | AID 493056; in the data active = enhancement above about 30%; note: 0% is about no effect
#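 TRHR-expressing cells loaded with fluo-8 calcium dye were read kinetically (ex 480/em 530) during compound addition, then stimulated with an EC20 of TRH (10 nM final). Enhancement of the Gq-mediated intracellular calcium response was scored.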
# D2 potentiator: D2 dopamine receptor (human) potentiation. HEK293 T-REx D2, calcium flux, EC20 dopamine potentiation. actives 0.34% (n = 340,000). potentiation, % at 10 µM. P14416;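 active = potentiation over 3 SD above the plate norm, cut at about 30% in these data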; note: 0% is about no effect
#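 Cells plated with tetracycline inducer and held overnight at 30 C; calcium dye loaded 30–90 min at room temperature; baseline taken, compound added and read 180 s; EC20 dopamine then added and read 180 s.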
# Numbers without * were called inactive; x = not tested or not shown. Cut-off read from the data, not from the text of the source, unless noted: active = activation above about 30%; inactive = the rest.
SMILES,D1 potentiator,D1 ag,D2 ag,RXFP1 antag,D1 antagonist,D2 antagonist,TRHR ag,TRHR enhancer,D2 potentiator
CC1S/C(=N/N=C2CCC(C(C)(C)C)CC2)NC1=O (configuration not stated),-2,2,-0.1,0,-3,-10,0.2,-4,-6
CCNc1nnc(-c2ccncc2)s1,1,3,-0.1,3,-11,-11,0.8,15,19
Cc1ccc(CCC(=O)Nc2ccccc2F)s1,-9,2,-1.1,-1,-6,-11,-1.5,-5,-6
CCOc1cc(C(=S)N2CCOCC2)ccc1O,3,0,-0.7,-3,-1,-3,0.6,-2,8
CCN(CC(=O)Nc1c(F)cccc1F)C(=O)Cc1ccc2c(c1)OCCO2,-2,0,0.4,3,-25,-4,0.2,-6,1
CCOc1ccc2c(c1)C(c1cccs1)=NNC(c1cccnc1)=N2,-1,7,1.7,-7,-8,-9,-1.3,3,3
CCOc1ccc(-c2nnn(CC(=O)NCc3ccc(OC)cc3)n2)cc1OCC,-3,2,0.7,2,-13,-7,0.1,19,4
COC(=O)c1c(NC(=O)CN2CCC3(O)CCCCC3C2c2ccc(OC)cc2OC)sc(C)c1C (configuration not stated),-4,6,-0.9,-15,16,-1,-0.5,-1,3
CCOC(=O)c1c(NC(=O)/C=C/c2ccc(C(C)C)cc2)sc2c1CCC2,3,1,1.0,11,5,x,-0.2,-2,5
Cc1cccc(NC(=O)CC2NCCNC2=O)c1 (configuration not stated),0,2,0.5,-3,4,12,-0.7,3,11
C=CCOC(=O)C1=C[C@@H](c2ccc(Br)cc2)[C@H](CCCO)[C@@H](OCC)O1,-2,6,1.1,x,-8,18,0.5,-6,12
CCC1(CC)NC(=O)N(CC(=O)OCC(=O)Nc2ccc(OC(F)(F)F)cc2)C1=O,4,1,0.8,4,7,61*,0.0,-8,6
O=C(CSc1nnc2ccccn12)NCc1cccs1,-4,1,-0.1,-8,30,9,0.1,7,7
O=C(CSc1nnc(CNC(=O)c2cccs2)o1)Nc1ccccc1C(F)(F)F,-2,0,x,6,-5,x,-0.1,-1,x
CCn1c(SCc2ccccc2)nc2c1c(=O)[nH]c(=O)n2C,0,3,0.7,5,-28,3,-0.8,-4,-2

# Whole records, quoted from the list. Values in the order: D1 potentiator	D1 ag	D2 ag	RXFP1 antag	D1 antagonist	D2 antagonist	TRHR ag	TRHR enhancer	D2 potentiator
# Shown for CCn1c(SCc2ccccc2)nc2c1c(=O)[nH]c(=O)n2C : 0	3	0.7	5	-28	3	-0.8	-4	-2
# Shown for CCNc1nnc(-c2ccncc2)s1 : 1	3	-0.1	3	-11	-11	0.8	15	19

# Continuation:
SMILES,D1 potentiator,D1 ag,D2 ag,RXFP1 antag,D1 antagonist,D2 antagonist,TRHR ag,TRHR enhancer,D2 potentiator
CC1CCCCC1NC(=O)CN1C(=O)c2ccccc2S1(=O)=O (configuration not stated),1,4,-0.8,9,-2,5,0.3,2,1
COc1ccc(-c2nnc(NC(=O)CSc3ccccc3)s2)cc1OC,-4,0,1.6,-2,18,-12,0.7,-9,-4
O=C(CNS(=O)(=O)c1cccs1)NCCc1ccc(Cl)cc1,8,4,0.1,1,2,-1,0.2,3,-11
Cn1c(-c2ccc[nH]c2=O)nc2cc(Cl)ccc21,1,4,-0.1,-10,-14,-6,0.7,21,0
Cc1cccc(CSc2nc(N)c(C#N)c(-c3cccs3)c2C#N)c1,2,12,1.1,2,8,-6,1.6,0,-2
COc1ccc(Cl)cc1C(=O)Nn1c(C)nc2ccccc2c1=O,1,1,-0.3,0,0,5,-0.8,14,16
COc1ccc2ccccc2c1/C=N/NC(=O)c1nnn(-c2nonc2N)c1CN(C)C,6,5,-0.8,-8,-8,-3,-0.4,7,13
COc1cc(NC(=O)c2ccccc2)c(C)cc1NC(=O)CC(CC(=O)O)c1ccccc1 (configuration not stated),-4,2,-1.0,13,-5,-10,0.4,3,6
O=C(C1=C[C@@H](c2ccccc2)C[C@@H](OCc2ccc(CO)cc2)O1)N1CCOCC1,-3,10,-0.4,x,46,6,-0.3,-1,-6
Clc1ccccc1OCCn1cnc2ccccc21,-3,4,0.7,13,-28,-4,-0.2,-2,-3
O=C(C1CCN(C2CCN(Cc3cccc4c3OCO4)CC2)CC1)N1CCOCC1,5,0,7.3,4,-6,-4,0.6,3,11
Cc1ccc(C(=O)Nc2c(N)nc(SCC(=O)NCC3CCCO3)[nH]c2=O)cc1 (configuration not stated),0,1,1.3,3,4,7,0.4,2,-5
Cc1nnc(OCC(=O)NCCC2=CCCCC2)c2ccccc12,-1,0,-0.8,-1,x,2,-0.1,-13,-10
COc1ccc(NC(=O)NCc2cccnc2)c(OC)c1,6,1,0.4,-3,10,-1,0.4,7,-2
Cc1ccc(-c2nc(-c3cccnc3)sc2CC(=O)O)cc1,-1,8,-0.8,-2,-2,3,-0.2,2,21
COc1ccc(OC)c(N(CC(=O)N2CCC(C)CC2)S(=O)(=O)c2ccc(OC)c(OC)c2)c1,-1,0,0.3,2,19,-9,-0.3,-3,9
Fc1ccc(-c2cc(C(F)(F)C(F)F)[nH]n2)cc1,-15,64*,12,-39,-48*,10,17,5,-1
C/C(=N\Nc1nncc2ccccc12)c1ccc(Cl)c([N+](=O)[O-])c1,0,7,-0.7,-18,0,-9,-2.4,3,-4
COC(=O)CCCC(=O)N1CCOCCN(C(=O)CCCC(=O)OC)CCOCC1,0,2,0.1,-6,4,-6,0.3,-11,-9
Cc1cc(NC(=O)CSc2nnc(-c3ccncc3)n2N)ccc1Br,4,2,0.4,4,3,-20,-0.1,-5,6
CC(CNC(=O)CCS(=O)(=O)c1ccc2c(c1)NC(=O)CO2)c1ccccc1 (configuration not stated),-1,1,x,24,1,x,0.2,17,x
Cc1csc2ncc(C(=O)NC(C)c3ccccc3)c(=O)n12 (configuration not stated),5,2,0.5,5,-5,3,-0.2,0,1
Cc1cccc(-c2noc(-c3ccc(F)cc3)n2)c1,6,5,0.6,4,-3,-8,0.4,-1,7
Cc1ccc(C(C)C)c(OCCNCc2ccccc2)c1,6,53*,-2.4,-11,14,67*,0.2,6,-19
CC(=O)N1CCc2cc(S(=O)(=O)NC(Cc3ccccc3)C(=O)Nc3cc(C)ccc3C)ccc21 (configuration not stated),0,3,-1.8,-7,21,x,-1.0,-9,-12
COCCCNC(=S)N/N=C/c1ccc(N(C)C)cc1Cl,3,4,0.6,-21,4,-21,-0.1,11,4
CCCn1c2ccccc2c2cnn(CC(=O)N3CCCC(C)C3)c(=O)c21 (configuration not stated),0,0,0.3,0,-3,x,-0.4,6,3
Cc1ccc(C)n1-c1cccc(C(=O)O)c1,2,2,0.4,x,-10,-14,0.9,-11,29
O=C(COC(=O)c1cc[n+]([O-])cc1)Nc1ccc2c(c1)OCCO2,2,0,0.1,1,6,2,0.0,-1,-4
Cc1ccc(Cl)cc1NS(=O)(=O)c1cc2c3c(c1)CC(=O)N3CCC2,0,0,0.6,-23,x,x,0.5,-2,-6

# 13 entries already listed, ordered by number of heavy atoms, falling.
SMILES,D1 potentiator,D1 ag,D2 ag,RXFP1 antag,D1 antagonist,D2 antagonist,TRHR ag,TRHR enhancer,D2 potentiator
CC(=O)N1CCc2cc(S(=O)(=O)NC(Cc3ccccc3)C(=O)Nc3cc(C)ccc3C)ccc21 (configuration not stated),0,3,-1.8,-7,21,x,-1.0,-9,-12
COc1ccc(OC)c(N(CC(=O)N2CCC(C)CC2)S(=O)(=O)c2ccc(OC)c(OC)c2)c1,-1,0,0.3,2,19,-9,-0.3,-3,9
COC(=O)CCCC(=O)N1CCOCCN(C(=O)CCCC(=O)OC)CCOCC1,0,2,0.1,-6,4,-6,0.3,-11,-9
Cc1ccc(C(=O)Nc2c(N)nc(SCC(=O)NCC3CCCO3)[nH]c2=O)cc1 (configuration not stated),0,1,1.3,3,4,7,0.4,2,-5
CC(CNC(=O)CCS(=O)(=O)c1ccc2c(c1)NC(=O)CO2)c1ccccc1 (configuration not stated),-1,1,x,24,1,x,0.2,17,x
CCCn1c2ccccc2c2cnn(CC(=O)N3CCCC(C)C3)c(=O)c21 (configuration not stated),0,0,0.3,0,-3,x,-0.4,6,3
Cc1ccc(Cl)cc1NS(=O)(=O)c1cc2c3c(c1)CC(=O)N3CCC2,0,0,0.6,-23,x,x,0.5,-2,-6
Cc1nnc(OCC(=O)NCCC2=CCCCC2)c2ccccc12,-1,0,-0.8,-1,x,2,-0.1,-13,-10
Cc1ccc(-c2nc(-c3cccnc3)sc2CC(=O)O)cc1,-1,8,-0.8,-2,-2,3,-0.2,2,21
Cc1ccc(C(C)C)c(OCCNCc2ccccc2)c1,6,53*,-2.4,-11,14,67*,0.2,6,-19
Cc1cccc(-c2noc(-c3ccc(F)cc3)n2)c1,6,5,0.6,4,-3,-8,0.4,-1,7
Fc1ccc(-c2cc(C(F)(F)C(F)F)[nH]n2)cc1,-15,64*,12,-39,-48*,10,17,5,-1
Cc1ccc(C)n1-c1cccc(C(=O)O)c1,2,2,0.4,x,-10,-14,0.9,-11,29

# Further records follow.
SMILES,D1 potentiator,D1 ag,D2 ag,RXFP1 antag,D1 antagonist,D2 antagonist,TRHR ag,TRHR enhancer,D2 potentiator
Cc1ccc(S(=O)(=O)n2ccc3c2CCCC3=O)cc1,-5,4,-0.4,-3,2,-5,-1.1,-2,12
Cc1ccc(C2CCN(C(=S)NC(C)C)C2)cc1 (configuration not stated),5,3,-0.2,-28,0,-9,-0.6,1,30
Cc1ccc(Cn2ccsc2=NC(=O)COC(=O)c2ccc(O)cc2O)cc1,2,11,-1.4,-3,-23,-10,0.1,5,6
COc1ccc(N2CC(C(=O)N/N=C/c3c[nH]c4ccccc34)CC2=O)cc1 (configuration not stated),-5,3,-0.1,-20,2,-12,-0.4,0,x
COc1ccc(C(=O)NNC(=O)c2cc3cc(OC)ccc3oc2=O)cc1,-2,0,-0.3,-6,-18,-10,-1.1,22,6
CCOC(=O)c1c(C)c(C(=O)Nc2ccc3c(c2)OCCO3)c(C)n1CC,-13,0,1.9,-7,-23,-21,-0.2,-2,-10

# Source: PubChem
